Assay outcomes as filed in PubChem BioAssay.
ABCB1 inh – ABCB1 efflux pump inhibitors, primary screen, cell-based, multiplex, flow cytometry, ABCG2 counter-screen; 0.067% of 190,000 active; CCRF-Adr cells, JC-1 efflux; inhibition, % at 6.6 µM; ATP-dependent translocase ABCB1 (Homo sapiens), P08183; in the data active = inhibition above about 40%;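 note: 0% = vehicle and 100% = reference inhibitor; higher value means more JC-1 retained so stronger ABCB1 efflux block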
GSH fluor – compound fluorescence on glutathione beads, profiling panel, artefact control, biophysical, 488/530 nm, flow cytometry; GSH beads flow cytometry, compound fluorescence 488/530 nm; stronger effect = higher value; fluorescence (KMESF) at 10 µM; AID 1776, 2009; 0.25% of 190,000 active; in the data active = fluorescence above about 89;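 note: glutathione beads carrying GST-tagged Bcl family fusion proteins plus one bare bead set; values are compound well signal with DMSO vehicle wells as background; inactives centre near 16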
RGS8-Gao reg – RGS8-Galphao binding modulators, primary screen, biochemical, multiplexed bead flow cytometry; Guanine nucleotide-binding protein G(o) subunit alpha (Homo sapiens), P09471; actives lie on both sides; response (percent of control binding), % at 10 µM; 0.34% of 220,000 active; AID 1423, 2008; in the data active = response below about 60% or above about 140%; inactive = in between;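 note: Galphao activated as the GDP aluminium fluoride complex binding bead-coupled RGS8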
Target sequence (P09471 whole entry, looked up): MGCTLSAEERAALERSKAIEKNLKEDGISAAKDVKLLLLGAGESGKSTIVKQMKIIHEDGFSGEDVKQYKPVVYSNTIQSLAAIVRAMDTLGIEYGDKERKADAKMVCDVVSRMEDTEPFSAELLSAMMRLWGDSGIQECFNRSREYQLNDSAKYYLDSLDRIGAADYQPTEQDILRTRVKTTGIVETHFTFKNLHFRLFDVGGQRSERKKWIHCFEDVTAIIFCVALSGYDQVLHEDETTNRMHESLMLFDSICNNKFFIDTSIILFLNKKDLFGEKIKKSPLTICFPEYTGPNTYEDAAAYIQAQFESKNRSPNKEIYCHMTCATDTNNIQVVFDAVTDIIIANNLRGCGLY
RGS4-Gao reg – modulators of RGS4 binding to Galphao, primary screen, biochemical, multiplexed bead flow cytometry; Guanine nucleotide-binding protein G(o) subunit alpha (Homo sapiens), P09471; 0.33% of 220,000 active; binding response (% of control), % at 10 µM; actives lie on both sides; in the data active = binding response below about 49% or above about 150%; inactive = in between;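 note: fluorescent Galphao activated with aluminum fluoride binding bead-coupled RGS4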
Bfl-1 Bim block – inhibitors of Bim binding to Bfl-1, primary screen, biochemical, multiplexed, bead-based flow cytometry; Bcl-2-related protein A1 (Homo sapiens), Q16548; Bim-Bfl-1 binding inhibition; inhibition, % at 10 µM; 0.12% of 190,000 active; AID 1008, 2008;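 note: 0% = wells without compound plus tracer and 100% = blocker peptide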
Bcl-W Bim block – inhibitors of Bim binding to Bcl-W, primary screen, biochemical, multiplexed, bead-based flow cytometry. 0.02% of 190,000 active. Bim peptide-Bcl-W binding. Bcl-2-like protein 2 (Homo sapiens), Q92843. AID 952, 2007. inhibition, % at 10 µM;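 note: 0% = bound tracer without compound and 100% = peptide blocker; higher means less fluorescent Bim peptide bound to Bcl-W beads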
Bim-Bcl-XL – inhibitors of Bim-Bcl-XL binding, primary screen, biochemical, multiplexed, bead flow cytometry, human Bcl-XL; inhibition, % at 10 µM; 0.04% of 190,000 active; AID 1007, 2008; Bim peptide-Bcl-XL binding, fluorescence
Bcl-B Bim block – inhibitors of Bim-Bcl-B binding, primary screen, biochemical, multiplexed, human Bcl-2 family; AID 951, 2007; inhibition, % at 10 µM; Bcl-2-like protein 10 (Homo sapiens), Q9HD36; 0.073% of 190,000 active; bead-based flow cytometry, Bim peptide-Bcl-B binding;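 note: 0% = tracer peptide without compound and 100% = reference inhibitor peptide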
ABCG2 inh – ABCG2 efflux pump inhibitors, primary screen, multiplex with ABCB1, IgMXP3 cells, flow cytometry; Broad substrate specificity ATP-binding cassette transporter ABCG2 (Homo sapiens), Q9UNQ0; 0.1% of 190,000 active; inhibition, % at 6.6 µM; JC-1 efflux;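 active = inhibition above 80%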;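 note: 0% = DMSO and 100% = nicardipine control wells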
Target sequence (Q9UNQ0 whole entry, looked up): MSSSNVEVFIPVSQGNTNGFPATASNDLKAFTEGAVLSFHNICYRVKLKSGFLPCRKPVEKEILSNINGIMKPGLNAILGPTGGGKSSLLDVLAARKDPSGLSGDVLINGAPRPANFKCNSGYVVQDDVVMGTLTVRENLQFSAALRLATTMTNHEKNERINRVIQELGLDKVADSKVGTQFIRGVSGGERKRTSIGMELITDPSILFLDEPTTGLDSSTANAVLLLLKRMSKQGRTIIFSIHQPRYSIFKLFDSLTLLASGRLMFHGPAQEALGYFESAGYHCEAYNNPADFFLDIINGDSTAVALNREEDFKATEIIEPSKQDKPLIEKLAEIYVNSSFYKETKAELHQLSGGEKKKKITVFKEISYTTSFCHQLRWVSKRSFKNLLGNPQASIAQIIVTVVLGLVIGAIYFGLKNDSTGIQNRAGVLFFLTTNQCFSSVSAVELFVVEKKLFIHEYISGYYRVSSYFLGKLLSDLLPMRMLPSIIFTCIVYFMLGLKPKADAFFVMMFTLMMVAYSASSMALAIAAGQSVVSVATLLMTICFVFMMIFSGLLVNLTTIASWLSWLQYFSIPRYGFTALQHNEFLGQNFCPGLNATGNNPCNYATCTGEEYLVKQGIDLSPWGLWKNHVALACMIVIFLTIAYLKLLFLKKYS
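Test system: IgMXP3 (ABCG2) plus far-red-tagged CCRF-Adr (ABCB1) cells / Amount: 3 million cells/mL in well / Reagent: JC-1 transporter substrate / Timing: 10 min compound exposure, 25 °C / Signal: flow cytometry, 530 nm JC-1 signal / Read-out: percent efflux inhibition, scaled nicardipine 100% to DMSO 0% / Benchmarks: nicardipine as high control, DMSO as low control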
Bim-Bcl-2 – inhibitors of Bim-Bcl-2 binding, primary screen, biochemical, multiplexed, human Bcl-2 family | Apoptosis regulator Bcl-2 (Homo sapiens), P10415 | Bead-based flow cytometry, Bim peptide-Bcl-2 binding | inhibition, % at 10 µM | 0.06% of 190,000 active; in the data active = inhibition above about 40%; inconclusive = no clear call, values can overlap the other calls;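 note: 0% = no compound wells with probe peptide and 100% = reference peptide inhibitor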
RGS7-Gao reg – RGS7-Galphao binding modulators, primary screen, biochemical, multiplexed bead flow cytometry | binding response (% of control), % at 10 µM | actives lie on both sides | 0.35% of 220,000 active | Guanine nucleotide-binding protein G(o) subunit alpha (Homo sapiens), P09471; in the data active = binding response below about 49% or above about 150%; inconclusive = no clear call, values can overlap the other calls; inactive = in between;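 note: fluorescent Galphao held in activated GDP-AlF4 state binding bead-coupled RGS7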
An asterisk follows results filed as active; ? = inconclusive; nt = no result given. Cut-off read from the data, not from the text of the source, unless noted: active = inhibition above about 40%. The order is random, and some 1.1% of all compounds hit somewhere here.

SMILES | ABCB1 inh | GSH fluor | RGS8-Gao reg | RGS4-Gao reg | Bfl-1 Bim block | Bcl-W Bim block | Bim-Bcl-XL | Bcl-B Bim block | ABCG2 inh | Bim-Bcl-2 | RGS7-Gao reg
Oc1ccc(-c2nc3ccccn3c2NCc2ccc3c(c2)OCO3)cc1 | 1.5 | 26 | 93 | 83 | 0 | 0 | -1 | -2 | 12 | -1 | 84
Cc1noc(C)c1C(=O)NCc1cccs1 | -0.1 | 33 | nt | nt | -15 | -3 | -2 | -10 | 0 | -13 | nt
C[C@H](CO)NC(=O)[C@@H]1C[C@H]1[C@@H](NP(=O)(c1ccccc1)c1ccccc1)c1ccccc1 | 1.5 | 18 | 77 | 90 | 3 | 0 | -1 | -2 | 3 | 4 | 93
CCCCC(=O)NC(=S)Nc1cccc(NC(=O)c2ccco2)c1 | 0.7 | 12 | 84 | 101 | -1 | -5 | -6 | -8 | 10 | -6 | 95
O=C(CN1CCN(c2ncccn2)CC1)Nc1ccccc1-n1cccc1 | 1.4 | 35 | 126 | 110 | 0 | 1 | 7 | 4 | 2 | 0 | 112
COc1ccc(C(=S)N2CCOCC2)cc1OS(=O)(=O)c1ccccc1[N+](=O)[O-] | 0.5 | 13 | 97 | 100 | -3 | -5 | -10 | -33 | 2 | -4 | 109
CC1=C(C(=O)Nc2ccc(Cl)cc2)C2(CCCCC2)C(C(N)=O)C(=S)N1 (stereo not drawn) | 2.0 | 10 | 87 | 94 | 0 | -5 | -7 | -6 | 20 | -3 | 96
CCOC(=O)c1ccccc1NC(=O)C(C)Oc1ccccc1 (stereo not drawn) | 0.9 | 23 | 104 | 104 | 0 | 0 | -4 | -3 | 4 | -8 | 105
CCc1ccccc1N1C(=O)C2C3CC(=O)C(c4ccccc43)C2C1=O (stereo not drawn) | 0.5 | 18 | 102 | 100 | 2 | 0 | -2 | -1 | 5 | -4 | 93
CCOC(=O)c1c(NC(=O)COc2ncnc3sccc23)sc2c1CCC2 | 0.7 | 29 | 139 | 146 | -9 | -4 | -20 | -12 | 3 | -8 | 139
CS(=O)(=O)N(Cc1ccccc1)c1ccc(C(=O)NCc2cccnc2)cc1 | 0.5 | 12 | 100 | 99 | -10 | 2 | 1 | -5 | 1 | -8 | 98
CN(c1c(C#N)c(C(F)(F)F)nn1C)N(S(C)(=O)=O)S(C)(=O)=O | 0.0 | 11 | 103 | 100 | -7 | 1 | 0 | -2 | 0 | -3 | 102
CCOc1ccc(NC(=O)C(C)Oc2ccccc2C(=O)Nc2ccc(C)c(Cl)c2)cc1 (stereo not drawn) | -0.3 | 25 | 98 | 96 | -5 | -1 | 0 | 1 | -1 | -5 | 96
CC(=O)Nc1ccc(SCC(=O)c2cc(C)n(CC(F)(F)F)c2C)cc1 | 0.9 | 14 | 83 | 96 | 0 | 1 | 1 | 0 | 6 | -4 | 94
CC(C)(C)c1ccc(NC(=O)NCc2ccco2)cc1 | 1.5 | 34 | 86 | 95 | -10 | -1 | -4 | -3 | 53 | -9 | 101
Cn1cc(SCC(=O)Nc2ccc3c(c2)OCCO3)c2ccccc21 | -2.3 | 20 | 106 | 104 | -7 | 4 | 0 | -2 | -5 | -3 | 105
Cc1ccc(S(=O)(=O)c2c(N)n(CCC(C)C)c3nc4ccccc4nc23)cc1 | 1.2 | 33 | 102 | 101 | -18 | -1 | -9 | -12 | 39 | -13 | 100
O=C(COC(=O)CCc1c[nH]c2ccccc12)Nc1ccc([N+](=O)[O-])cc1 | 0.1 | 17 | 107 | 103 | 0 | -12 | -9 | -13 | -1 | -5 | 101
Nc1c(NCc2ccccc2F)c(=O)[nH]c(=O)n1Cc1ccccc1 | 0.2 | 10 | 103 | 103 | 8 | 5 | 5 | 10 | 1 | 14 | 101
CS(=O)(=O)N1CCN(C(=O)c2cc(-c3cccs3)nc3ccccc23)CC1 | 0.4 | 21 | 104 | 103 | 0 | -3 | -1 | -1 | 1 | -3 | 102
O=C(Nc1cc(SCCO)cc([N+](=O)[O-])c1)c1ccco1 | 0.5 | 7 | 105 | 102 | 0 | 2 | -3 | 0 | 5 | 2 | 102
Cc1ccc(-n2ccnc2SCC(=O)O)c(C)c1 | -0.1 | 80 | 99 | 100 | -8 | -1 | -4 | -5 | 1 | -8 | 104
CC(=O)c1ccc(NC(=O)C2CCCN2S(=O)(=O)c2cccc3cccnc23)cc1 (stereo not drawn) | 0.2 | 10 | 97 | 104 | 2 | 1 | 2 | 2 | 1 | 2 | 100
O=C(c1ccco1)N1CCN(S(=O)(=O)c2cccc([N+](=O)[O-])c2)CC1 | 0.1 | 11 | 102 | 103 | -3 | 1 | 0 | -1 | -1 | 0 | 104
CCN(CC)CCCNC(=O)c1ccccc1C | -0.4 | 33 | 103 | 103 | -5 | -2 | -6 | -7 | -5 | -5 | 104
O=[N+]([O-])c1ccc(NC(=S)N2CCc3ccccc3C2)cc1 | -0.1 | 11 | 90 | 103 | 3 | -2 | -1 | -6 | 5 | -4 | 98
CC(C)CN(C(=O)COC(=O)CNC(=O)c1ccc(Cl)cc1)C1CCS(=O)(=O)C1 (stereo not drawn) | 0.5 | 11 | 100 | 98 | 1 | -1 | -2 | -1 | 1 | 1 | ?
Cc1cccc(N2CCN(C(=O)c3cc(C)oc3C)CC2C)c1 (stereo not drawn) | 0.6 | 13 | 109 | 102 | -16 | -1 | -7 | -6 | 1 | -10 | 99
Cc1ccccc1-n1c(C)cc(/C=C(\C#N)C(=O)NCC2CCCO2)c1C (stereo not drawn) | 3.6 | 19 | 95 | 99 | -1 | -11 | -15 | -8 | 4 | -3 | 101
C=CCSc1nnc(NC(=O)Cn2cnc3c2c(=O)n(C)c(=O)n3C)s1 | 0.7 | 13 | 102 | 106 | -6 | 5 | -1 | -4 | 4 | -1 | ?
Cc1cccc(NS(=O)(=O)c2cc(C(=O)N3CCOCC3)ccc2Cl)c1 | 0.3 | 16 | 94 | 94 | -7 | -2 | -2 | -3 | 4 | -5 | 92
COc1cccc(OC)c1C(=O)N1CCN=C1SCc1cccnc1 | 0.6 | 13 | 107 | 106 | -2 | 2 | 6 | 3 | 1 | -6 | 113
CC(C)CC(=O)N1CCN(S(=O)(=O)c2ccc(F)cc2)CC1 | -2.4 | 27 | 98 | 96 | -9 | 0 | -2 | -9 | 0 | -14 | 93
COc1ccc(-n2c(SCc3nnc(-c4ccccc4)o3)nnc2-c2ccccc2)cc1 | 1.1 | 21 | 101 | 102 | -1 | -3 | 0 | -6 | 2 | 0 | 103
CC(C)CC(c1nnnn1C(C)(C)C)N1CCN(Cc2ccccc2)CC1 (stereo not drawn) | 2.0 | 12 | 99 | 97 | -3 | -4 | -3 | -2 | 4 | 0 | 97
O=C(Nc1nc2nccc(-c3ccccc3)n2n1)C(Cl)(Cl)Cl | -0.4 | 3 | 100 | 98 | 0 | -2 | -4 | -3 | 1 | 3 | 96
COC(=O)[C@H](C)NC(=O)NC1CCCc2ccccc21 (stereo partly drawn) | 0.3 | 16 | 102 | 102 | -9 | -1 | -4 | -7 | 1 | -6 | 101
Fc1ccccc1SCc1nnc(-c2ccccc2Br)o1 | 0.1 | 16 | 98 | 84 | 0 | -9 | -8 | -34 | 1 | -6 | 89
Cc1cccc(C)c1NC(=O)NCCCN1CCN(c2ccccc2)CC1 | 0.4 | 71 | 105 | 103 | 0 | -2 | 0 | -1 | 0 | 0 | 105
Cc1ccccc1-c1nc(CN2CCC(C(=O)O)CC2)c(C)o1 | 0.7 | 28 | 97 | 93 | -6 | 0 | -3 | -4 | 4 | -6 | 93

8 structures already listed, sorted by formula weight, rising.
SMILES | ABCB1 inh | GSH fluor | RGS8-Gao reg | RGS4-Gao reg | Bfl-1 Bim block | Bcl-W Bim block | Bim-Bcl-XL | Bcl-B Bim block | ABCG2 inh | Bim-Bcl-2 | RGS7-Gao reg
COC(=O)[C@H](C)NC(=O)NC1CCCc2ccccc21 (stereo partly drawn) | 0.3 | 16 | 102 | 102 | -9 | -1 | -4 | -7 | 1 | -6 | 101
Cc1ccccc1-c1nc(CN2CCC(C(=O)O)CC2)c(C)o1 | 0.7 | 28 | 97 | 93 | -6 | 0 | -3 | -4 | 4 | -6 | 93
CC(C)CC(=O)N1CCN(S(=O)(=O)c2ccc(F)cc2)CC1 | -2.4 | 27 | 98 | 96 | -9 | 0 | -2 | -9 | 0 | -14 | 93
COc1cccc(OC)c1C(=O)N1CCN=C1SCc1cccnc1 | 0.6 | 13 | 107 | 106 | -2 | 2 | 6 | 3 | 1 | -6 | 113
Cc1cccc(C)c1NC(=O)NCCCN1CCN(c2ccccc2)CC1 | 0.4 | 71 | 105 | 103 | 0 | -2 | 0 | -1 | 0 | 0 | 105
CC(C)CC(c1nnnn1C(C)(C)C)N1CCN(Cc2ccccc2)CC1 (stereo not drawn) | 2.0 | 12 | 99 | 97 | -3 | -4 | -3 | -2 | 4 | 0 | 97
C=CCSc1nnc(NC(=O)Cn2cnc3c2c(=O)n(C)c(=O)n3C)s1 | 0.7 | 13 | 102 | 106 | -6 | 5 | -1 | -4 | 4 | -1 | ?
Cc1cccc(NS(=O)(=O)c2cc(C(=O)N3CCOCC3)ccc2Cl)c1 | 0.3 | 16 | 94 | 94 | -7 | -2 | -2 | -3 | 4 | -5 | 92

The list goes on.
SMILES | ABCB1 inh | GSH fluor | RGS8-Gao reg | RGS4-Gao reg | Bfl-1 Bim block | Bcl-W Bim block | Bim-Bcl-XL | Bcl-B Bim block | ABCG2 inh | Bim-Bcl-2 | RGS7-Gao reg
COc1ccc(/C(C)=N/NC(=O)c2ccc(CSc3cccc4cccnc34)cc2)cc1OC | 0.1 | 11 | 101 | 96 | 0 | 0 | 0 | 0 | 1 | -5 | 97
CCOc1cccc(OCCCCN2CCCCC2)c1 | -0.5 | 22 | 102 | 104 | -17 | -4 | -8 | -11 | -9 | -16 | 100
Cc1ccc(S(=O)(=O)N2CCN(C(=O)c3cccs3)CC2)cc1C | 0.6 | 12 | 100 | 102 | -12 | -4 | -3 | -7 | 3 | -6 | 100
COc1ccc(OC)c(S(=O)(=O)Nc2c(F)cccc2F)c1 | -0.2 | 13 | 108 | 98 | 0 | 0 | 4 | 2 | -1 | -2 | 98
